Screening results as filed in PubChem BioAssay.
IL2 activator = IL-2 activation. hit rate 0.065% among 360,000. IL-2 activation reporter assay, cell-based qHTS; stimulated with anti-CD3/CD4/CD28 beads; in transgenic mouse T cells. activation, % (series mostly up to about 46 µM); in the data active = activation above about 50%; inconclusive = mostly about 30% to 49%; note: 0% is about no effect
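EGFP and DsRed fluorescence is measured by plate cytometry in unstimulated transgenic mouse T cells exposed to compound for 60 minutes, then stimulated 18 hours at 37 degrees C with anti-CD3/anti-CD4 beads plus anti-CD28.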
Nrf2 activator = activates Nrf2 signaling; AREc32 ARE-luciferase reporter (MCF7-derived line), luminescence, 24 h; AID 624171; Potency, µM (top dose mostly 46.1 µM), for inactives: top-dose activation, usual class: activators; hit rate 0.31% among 410,000; note: potency is the fitted concentration of half-maximal effect; % of control where 0% means no effect; nearly all actives have a fitted effect of over 65% in size
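Nrf2 activation is followed as ARE-luciferase induction in the AREc32 line after one day of compound treatment; luminescence is read with Steady-Glo.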
HepG2 viability = HepG2 cytotoxicity, counter-screen for TGF-b inhibitors; Potency, µM (series often up to 46.1 µM), for the others: at the top dose activity change, negative = cytotoxicity, most hits filed as cytotoxic; hit rate 0.76% among 410,000; HepG2 CAGA-GFP viability, ATP luminescence, 18 h; AID 588856; note: potency is the fitted concentration of half-maximal effect; some results filed as inactive show a strong effect at the top dose
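HepG2 CAGA-GFP cells (1000/well, DMEM with 1% FBS) received compound, then TGF-beta at 500 pg/mL final, and were incubated 18 hours at 37 degrees C. Viability was read by CellTiter-Glo luminescence. Media-only wells were set as complete cell-killing and DMSO as no toxicity.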
ATXN2 expr inh = inhibitors of ATXN2 expression. Potency, µM (titrated, usually from 57 µM), inactives show at the highest dose activity change, negative = inhibition, most hits filed as inhibitors. HEK-293 ATXN2-luciferase reporter, luminescence, 24 h. AID 1745845. hit rate 0.72% among 360,000; note: potency is the fitted concentration of half-maximal effect; % is set by controls: 0 for no effect and ±100 for the full control effect; nearly all actives have a fitted effect of over 55% in size
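qHTS (up to 57 uM final) was run with 24 h compound exposure of reporter cells at 37 °C. Each well was multiplexed: SteadyGlo luminescence measured ATXN2-luciferase expression after a fluorogenic Gly-Phe-AFC viability readout (25 uM final).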
Nrf2 inh = blocks Nrf2 signaling; A549 ARE-Fluc reporter, luciferase luminescence, 18-24 h; Potency, µM (doses to about 46 µM), without a hit: at the top dose activity change, negative = inhibition, usual class: inhibitors; hit rate 2.1% among 360,000; note: potency is the fitted concentration of half-maximal effect; % is set by controls: 0 for no effect and ±100 for the full control effect; nearly all actives have a fitted effect of over 60% in size
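Concentration-response testing used A549 ARE_Fluc cells at 5000 cells/well. Following an 18-24 h compound incubation, viability was read by fluorescence (Ex 405/Em 525) and luciferase output by luminescence.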
A549 tox = counter-screen for Nrf2 inhibitors: cytotoxicity in A549 cells. A549 ARE-Fluc cells, CellTiter-Fluor viability, 18-24 h. Potency, µM (doses to about 46 µM), without a hit: at the top dose activity change, negative = cytotoxicity, hits mostly inhibitors. hit rate 0.16% among 390,000; note: potency is the fitted concentration of half-maximal effect; % is set by controls: 0 for no effect and ±100 for the full control effect
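Cytotoxicity counterscreen: CellTiter-Fluor fluorescence was measured in A549 ARE_Fluc cells after 18-24 h of compound exposure in a concentration series. The subsequent BugLite luminescent read reports ARE-luciferase activity.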
EPAC2 ag = activates human EPAC2 exchange factor; Q8WZA2; Potency, µM (highest dose often 154 µM), for the others: top-dose activation, usual class: activators; EPAC2 activation, biochemical qHTS; response scale: 100% = 6.5 mM cAMP response; hit rate 0.079% among 360,000; note: potency is the fitted concentration of half-maximal effect; nearly all actives have a fitted effect of over 50% in size
Target sequence (Q8WZA2 whole entry, looked up): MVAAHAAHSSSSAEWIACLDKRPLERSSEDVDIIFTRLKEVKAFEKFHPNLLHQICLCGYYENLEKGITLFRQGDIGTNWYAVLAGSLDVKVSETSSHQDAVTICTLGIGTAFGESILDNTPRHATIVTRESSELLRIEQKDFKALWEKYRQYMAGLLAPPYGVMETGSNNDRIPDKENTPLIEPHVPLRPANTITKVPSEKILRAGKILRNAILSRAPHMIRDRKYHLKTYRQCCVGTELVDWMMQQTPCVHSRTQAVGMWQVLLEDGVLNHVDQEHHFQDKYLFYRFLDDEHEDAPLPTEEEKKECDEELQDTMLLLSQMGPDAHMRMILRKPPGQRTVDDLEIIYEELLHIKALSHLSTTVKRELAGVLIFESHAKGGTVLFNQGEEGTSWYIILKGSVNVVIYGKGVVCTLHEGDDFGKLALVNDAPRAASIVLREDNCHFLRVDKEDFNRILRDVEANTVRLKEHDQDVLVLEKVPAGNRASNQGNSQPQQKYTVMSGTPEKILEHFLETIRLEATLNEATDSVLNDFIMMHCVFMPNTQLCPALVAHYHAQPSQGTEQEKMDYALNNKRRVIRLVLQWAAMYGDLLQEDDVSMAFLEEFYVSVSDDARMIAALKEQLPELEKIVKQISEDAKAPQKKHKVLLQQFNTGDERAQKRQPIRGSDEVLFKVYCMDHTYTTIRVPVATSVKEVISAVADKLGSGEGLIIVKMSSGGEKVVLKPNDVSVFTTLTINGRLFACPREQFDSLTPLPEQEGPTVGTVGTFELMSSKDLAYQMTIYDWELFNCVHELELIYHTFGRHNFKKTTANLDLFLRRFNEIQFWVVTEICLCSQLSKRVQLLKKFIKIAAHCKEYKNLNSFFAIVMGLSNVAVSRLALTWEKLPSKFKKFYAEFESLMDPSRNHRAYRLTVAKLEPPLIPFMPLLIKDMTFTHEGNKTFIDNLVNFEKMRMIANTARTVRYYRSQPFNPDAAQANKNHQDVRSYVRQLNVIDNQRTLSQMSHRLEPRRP
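Compounds were added across a concentration range to EPAC2 (100 nM), RAP1B-BODIPY-GDP (250 nM) and GDP (50 uM). After 5 min at room temperature, fluorescence was recorded at 5-min intervals for 30 min.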
TGFb inhibitor = inhibitors of TGF-b signaling | hit rate 1.2% among 410,000 | HepG2 CAGA-GFP TGF-b/SMAD3 reporter, GFP fluorescence, 18 h; TGF-beta stimulated, 500 pg/mL final | Potency, µM (series often up to 46.1 µM), inactives show at the top dose activity, negative = inhibition, usual class: inhibitors; note: potency is the fitted concentration of half-maximal effect; % is set by controls: 0 for no effect and ±100 for the full control effect; nearly all actives have a fitted effect of over 65% in size
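GFP signal (ex488/em500-530) from TGF-beta-stimulated HEPG2 CAGA-GFP cells, 500 pg/mL final, 18 h at 37 degrees C in DMEM plus 1% FBS, normalized to unstimulated and DMSO-stimulated controls.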
S2 tox = reduces viability in counter-screen for ATXN expression inhibitors. S2 cells (HEK-293 line with an ATXN2-luciferase reporter) viability, CellTiter-Fluor protease fluorescence, 24 h. Potency, µM (titrated, usually from 56.7 µM), hits mostly cytotoxic. hit rate 0.49% among 400,000; note: potency is the fitted concentration of half-maximal effect; nearly all actives have a fitted effect of over 40% in size
* marks the source's active call; other numbers are inactive results; i = inactive; ? = inconclusive; nt = not tested or not shown; [ ] = dose if it differs, or a comment. Unless noted, calls come from the whole dose curve; as a rule, active = well fitted curve in the direction sought with a large enough effect; inconclusive = small, poorly fitted or top-dose-only effect, or another doubt; inactive = no such curve, though single readings can be large; an effect the other way counts as inactive or inconclusive. Compounds as they come, and some 4.3% of all compounds hit somewhere here.

SMILES	IL2 activator	Nrf2 activator	HepG2 viability	ATXN2 expr inh	Nrf2 inh	A549 tox	EPAC2 ag	TGFb inhibitor	S2 tox
O=C(Cn1ccc2ccccc2c1=O)NCCC(=O)N1CCN(c2ccccc2)CC1	0.9	-0.7%	4.9%	12.6%	4.2%	2.7%	7.6%	34.2%[activator]	i
COC(=O)c1c(NC(NC(C)=O)C(Cl)(Cl)Cl)sc2c1CCCC2 (stereo not drawn)	3.1	7.0%	-26.0%	-13.9%	20.6µM*	0.6%	-5.8%	12.6µM*	i
COc1ccc(S(=O)(=O)N2CCCC2c2cccs2)cc1 (stereo not drawn)	0.0	-0.2%	-21.1%	-12.2%	-22.0%	-6.0%	13.8%	?	i
CCCn1nnnc1NCc1ccc(Cl)cc1Cl	-0.3	-0.2%	7.7%	-2.4%	-16.1%	1.1%	-4.3%	18.8%	i
Cc1ccc(S(=O)(=O)n2cccc2C)cc1	0.2	0.6%	-22.2%	7.7%	?	0.2%	5.7%	-3.4%	i
COc1cccc(N2CCN(S(=O)(=O)c3ccc(-c4cc(C(F)(F)F)on4)s3)CC2)c1	nt	-0.7%	-2.5%	nt	?	8.5%	nt	-19.5%	nt
Cc1ccc(C(=O)OCC(=O)NNC(=O)c2cccs2)c(O)c1	0.4	0.7%	3.0%	-1.3%	9.4%	-3.2%	3.8%	9.8%	i
COc1ccc(C(=O)OCC(=O)NC(=O)NC2CCCC2)c(O)c1	-1.0	-0.3%	0.2%	-5.3%	-16.8%	0.4%	15.0%	1.7%	i
O=C(CN1C(=O)S/C(=C/c2cc(Br)cs2)C1=O)N1CCOCC1	-0.5	0.0%	-7.0%	-13.3%	3.3%	2.0%	3.6%	-1.7%	?
O=C(Nc1ccccc1)c1ccc(OC(=O)c2ccccc2)cc1	0.9	4.1%	5.8%	16.1%	?	0.6%	5.7%	-7.6%	?
CCCc1nc(SC2CCCC2)c2c(=O)n(C)c(=O)n(C)c2n1	-2.8	-1.2%	-17.9%	7.8%	10.9%	1.8%	?	-24.7%	i
CCCCc1nnc(SCc2ccc(OCC)cc2)n1N	0.9	0.1%	7.9%	-20.1%	6.2%	-6.6%	0.4%	1.3%	i
COc1ccc(/C=N/NC(=O)c2[nH]c3ccc(C)cc3c2-c2ccccc2)c(C(=O)O)c1OC	0.5	0.2%	-17.9%	5.4%	7.1%	9.8%	6.2%	-18.0%	i
O=C(CSc1nnc2c(n1)[nH]c1ccc(F)cc12)OCc1ccccc1	-2.3	0.0%	-13.3%	-4.2%	15.4%	-4.0%	2.6%	-2.6%	i
O=C(NCC(=O)N(Cc1cccs1)C(C(=O)NC1CCCCC1)c1ccco1)c1cccs1 (stereo not drawn)	-2.7	-0.1%	-9.8%	-7.3%	?	-12.0%	11.9%	-7.3%	i
O=C1OCc2ccc(NC(=O)c3sccc3Cl)cc21	-0.2	3.3%	-7.3%	nt	?	-7.4%	9.1%	-30.8%	i
COc1ccc(-c2nn(-c3ccccc3)cc2C(=O)n2nnc3ccccc32)cc1	-2.9	0.1%	-23.1%	6.0%	3.0%	1.2%	7.3%	3.8%	i
O=C(Cn1cc2c(n1)CCCC2)N1CCc2ccccc21	-1.4	-0.4%	-15.7%	7.6%	-10.0%	-2.2%	5.0%	7.6%	?
COc1ccc(C(=O)NCc2nc3ccccc3[nH]2)cc1OC	-2.7	1.7%	-11.7%	0.4%	-11.9%	-12.5%	13.5%	-3.2%	i
CCC(=O)Nc1ccc(OCc2nc3ccccc3s2)cc1	0.0	6.2%	-4.0%	76.7%[activator]	?	-14.5%	-2.0%	16.7%	i
CN(C)Cc1ccc(F)cc1Sc1ccc(Cl)cc1Cl	-5.2	2.9%	-19.8%	?	?	-13.7%	12.4%	?	i
O=C(NCc1ccccc1C(F)(F)F)C1CC(O)CN1C(=O)Nc1ccccc1 (stereo not drawn)	0.4	0.0%	3.8%	nt	3.8%	2.4%	1.7%	10.4%	i
O=C1/C(=C\c2cc(Cl)c(O)c(Cl)c2)SC(=S)N1Cc1ccccc1	-0.9	0.0%	11.2µM*	?	18.4µM*	-23.7%	?	238.3%[activator]	i
Cc1ccc(S(=O)(=O)N2CCOCC2)cc1C(=O)NCc1ccccc1CN1CCCC1	1.3	0.2%	-5.1%	4.2%	13.7%	5.7%	4.5%	-2.7%	i
Cn1c(=O)c2c(nc(Sc3nc4ccccc4n3CC(=O)N3CCCCC3)n2C)n(C)c1=O	0.3	-0.2%	-38.9%	-2.3%	0.9%	-9.5%	11.5%	-3.5%	i
CC(=O)c1ccc(Nc2ccc([N+](=O)[O-])c3nonc23)cc1	1.3	11.2µM*	-19.5%	nt	-1.3%	?	16.6%	11.2µM*	?
O=C(O)CN(c1ccccc1)S(=O)(=O)c1cc(C(F)(F)F)cc(C(F)(F)F)c1	-1.8	0.0%	-2.4%	-7.7%	?	2.1%	-5.8%	-1.4%	i
Cc1ccc(-c2csc(C3=C(O)CN(NC(=O)c4ccc([N+](=O)[O-])cc4)C3=N)n2)cc1	0.4	0.0%	0.7%	-6.1%	-6.0%	-3.1%	4.5%	0.4%	i
CCCc1nnc(NC(=O)CCC(=O)Nc2ccc(Cl)cc2)s1	-1.8	-1.4%	12.0%	-16.5%	-3.2%	1.5%	4.1%	1.6%	i
CC(C)CCNC(=O)c1ccc2c(SCC(=O)O)c3c(nc2c1)CCC3	-3.2	0.1%	-5.1%	33.0%	?	-1.6%	-2.5%	-5.2%	i
O=C1c2oc3ccccc3c(=O)c2C(c2cccc(O)c2)N1CCCN1CCOCC1 (stereo not drawn)	-1.2	6.7%	-4.8%	9.3%	9.7%	-0.7%	3.7%	1.0%	i
O=C(NCCC1=CCCCC1)c1cc(S(=O)(=O)N2CCCCC2)ccc1Cl	1.6	-0.3%	-9.6%	21.8%	-9.7%	-2.6%	1.2%	-1.1%	i
CC1CN(CC(=O)Nc2cc(S(=O)(=O)N3CCCC3)ccc2Cl)CC(C)O1 (stereo not drawn)	-0.6	-0.8%	-5.8%	nt	4.9%	1.6%	0.3%	-0.1%	i
CCCCc1ccc(NC(=O)OC)cc1	0.0	2.2%	9.3%	13.3%	38.3%	-1.1%	-24.3%	18.0%	i
CC(=O)C1CCC2C3CCC4CC(OC(=O)CCC(=O)O)CCC4(C)C3C(=O)CC12C (stereo not drawn)	0.6	0.1%	20.5%	?	1.7%	0.2%	-18.1%	3.8%	?
CCOC(=O)/C(=N\Nc1ccc(Br)cc1)N1CC(C)OC(C)C1 (stereo not drawn)	-2.9	-0.3%	-7.2%	-16.2%	-11.7%	11.2%	4.2%	-19.5%	i
Cc1ccc2oc(C(=O)N(Cc3nccn3C)C(C)C)c(C)c2c1	-0.3	0.3%	-0.9%	7.4%	12.7%	-5.7%	-2.5%	-15.3%	i
CCOc1ccc(CCn2c(-c3ccco3)nc3ccccc3c2=O)cc1OCC	1.1	-0.5%	-21.6%	?	?	-21.4%	-14.7%	-2.0%	?
CCOC(=O)C(=Cc1ccc(N(C)C)cc1)C(=O)c1ccccc1	-0.7	?	-17.1%	-25.7%	nt	nt	?	17.5%	i
COc1cc(C(=O)Nc2nc(C)cc(C)n2)cc(OC)c1OC	-0.6	0.1%	-16.3%	-9.4%	-25.8%	5.6%	2.3%	-3.2%	i
O=S(=O)(NCCc1csc2nc(-c3ccc(F)cc3)nn12)c1ccc(Br)cc1	nt	0.5%	-25.8%	nt	nt	-16.7%	nt	0.0%	nt
COc1cccc(C(=O)Nc2ccc(S(=O)(=O)Nc3nccc(C)n3)cc2)c1	-0.9	0.0%	-6.1%	0.2%	-3.5%	-0.2%	-0.1%	1.1%	i
CC1CCN(C(=O)COC(=O)/C=C/c2ccco2)CC1	0.1	10.8%	5.8%	36.6%	?	5.3%	-8.5%	-5.4%	i
C=C(C)Cn1c2ccc(NC(=O)NCCc3ccccc3)cc2c(=O)n1C	-0.9	0.3%	-1.8%	3.2%	nt	nt	11.8%	-4.4%	i
O=C(NC1CCCCC1)NC1C2CC3CC(C2)CC1C3 (stereo not drawn)	0.3	-0.6%	15.6%	0.0%	2.8%	2.1%	10.1%	-6.5%	i
COC(=O)c1cc2c(=O)c3ccccc3oc2nc1C	-0.8	7.94µM*	0.7%	43.7%[activator]	?	-0.2%	1.2%	4.9%	i
CCN(CC)S(=O)(=O)c1ccc(NC(=O)CSc2nnc(-c3ccc(F)cc3)o2)cc1	-3.9	0.1%	-29.2%	-0.7%	-21.1%	-1.4%	-1.1%	20.2%	i
COc1ccccc1Cc1nc(-c2ccncc2)no1	1.2	4.5%	-54.9%	22.0%	-0.9%	9.7%	0.4%	0.0%	i
O=[N+]([O-])c1ccc2nc(-c3ccncc3)[nH]c2c1	-0.1	?	-22.7%	nt	28.7%	5.6%	5.5%	-13.7%	i
COc1ccc(C2CC3(CC(C)(C)NC(=S)N3)Oc3cc(O)cc(C)c32)cc1 (stereo not drawn)	0.4	0.4%	-25.2%	-4.7%	-11.1%	-3.0%	-5.8%	15.3%	?
COc1cccc2c1cc1c(=O)n(CC(=O)N3CCN(c4cccc(Cl)c4)CC3)nc(C)n12	nt	-1.0%	1.3%	nt	12.1%	2.2%	nt	0.0%	nt
O=C(OCc1nc2ccccc2s1)c1ccc([N+](=O)[O-])o1	1.4	1.8%	-2.7%	-18.7%	-6.3%	1.5%	1.1%	2.4%	i
CC1(c2nnc(-c3cccc(Cl)c3)o2)CC(c2cccc([N+](=O)[O-])c2)=NO1 (stereo not drawn)	0.1	4.0%	-45.9%	-13.6%	-4.0%	5.0%	10.4%	-1.4%	i

An excerpt from above, limited to ATXN2 expr inh.
compound	ATXN2 expr inh
Cc1ccc(-c2csc(C3=C(O)CN(NC(=O)c4ccc([N+](=O)[O-])cc4)C3=N)n2)cc1	-6.1%
Cc1ccc(C(=O)OCC(=O)NNC(=O)c2cccs2)c(O)c1	-1.3%
